Source: PubChem BioAssay (Southern Research Specialized Biocontainment Screening Center)
Dengue virus CPE: Dengue virus cytopathic effect inhibitors, cell-based, CPE readout, HTS (AID 540333) | CPE inhibition, % at 20 µM | 3.1% of 10,000 active | Dengue virus CPE inhibition in host cells; stronger effect = higher value; in the data active = CPE inhibition mostly above about 9.1%, no sharp cut-off; inactive = mostly below about 7.2%
* = called active by the depositor; i = inactive.

A first look, two compounds:
SMILES | Dengue virus CPE
Cc1ccccc1C(=O)NC(=S)NCCN1CCOCC1 | 0.2
Fc1cc(NCc2ccccc2)nc(NCc2ccccc2)n1 | i

The listing, repeating the preview:
SMILES | Dengue virus CPE
Cc1ccccc1C(=O)NC(=S)NCCN1CCOCC1 | 0.2
Fc1cc(NCc2ccccc2)nc(NCc2ccccc2)n1 | i
N/C(=N/OCc1cccc([N+](=O)[O-])c1)c1nonc1N | i
COC(=O)c1ccc(C(=O)OC)c(NC(=O)Oc2ccccc2)c1 | 0.3
CC(=O)NC(CC(=O)NC1CCCCCC1)c1ccccc1 (stereo not given) | i
O=C(NC(=S)NCC1CCCO1)C(c1ccccc1)c1ccccc1 (stereo not given) | 1.5
CCOC(=O)N/N=C/c1ccc(N2CCOCC2)s1 | i
C[C@H](NC(=O)c1ncn(C)c1C(=O)N[C@@H](C)c1ccccc1)c1ccccc1 | 0.5
CSCc1ccc(C(=O)Nc2cc(C)cc(C)c2)cc1 | i
Cc1ccccc1OCC(=O)N/N=C1\SCC(=O)N1Cc1ccccc1 | i
O=C(O)C1CC=CCC1C(=O)Nc1ccccc1C(=O)N1CCN(c2ccc(F)cc2)CC1 (stereo not given) | i
CCOC(=O)c1[nH]n(-c2ccc(Cl)cc2)c(=O)c1C | 1.1
CCOC(=O)c1c(-c2ccccc2)csc1NC(=O)CCN1CCOCC1 | i
Cn1cc(C(=O)Nc2ccc3c(c2)CCC3)cn1 | i
O=C(OC1CCOC1=O)c1cccc(S(=O)(=O)Nc2cccc(Cl)c2)c1 (stereo not given) | 0.2
COc1ccccc1C(=O)Nc1ccc(C)cc1C(=O)c1ccccc1 | i
CCOC(=O)NC1(Nc2ccc(C)cc2)Oc2ccccc2O1 | 0.1
O=C(N/C(C(=O)N1CCOCC1)=C(\Sc1ncccn1)c1ccccc1)c1ccccc1 | 0.8
COc1ccccc1/C=C/C(=O)NC(=S)NC(C)C | 0.3
O=C(Nc1ccc([N+](=O)[O-])cn1)c1cc(-c2cccc(Cl)c2)nc2ccccc12 | 3.1
C=C(C)C1CC=C(C)/C(=N/NC(=O)COc2ccccc2C)C1 (stereo not given) | 1.6
COc1ccc(C2CC(c3ccccc3)=NN2C(=O)COC(=O)c2cccc(S(=O)(=O)N3CCOCC3)c2)cc1 (stereo not given) | 2.7
Cc1ccc(NC(=O)COC(=O)/C=C/c2c(C)nn(-c3ccc(F)cc3)c2Cl)cc1F | 1.3
Cc1ccc(O)c(N=Cc2cccs2)c1 | i
COc1cccc(C2=CC(=O)C[C@H](c3ccc4c(c3)OCO4)C2)c1OC | i
COC(=O)c1ccc(-c2ccc(Cl)cc2)nc1C | i
O=C(/C=C/c1ccccc1Cl)Nc1cccc(S(=O)(=O)NC2=NCCCCC2)c1 | 9.7
Cc1ccc(C2=Nc3ccccc3N(C(=O)c3ccccc3)C(C)C2)cc1 (stereo not given) | 2.5
N/C(=N\OC(=O)N1CCOCC1)c1ccc(Cl)cc1 | i
COc1ccc(C(CCNCc2ccc(F)cc2)c2ccc(F)cc2)cc1 (stereo not given) | i

(continued)
SMILES | Dengue virus CPE
Cc1cc(C)nc(NC(=NCCc2c[nH]c3ccccc23)NC(=O)Nc2ccccc2)n1 | 14*
CN(C)S(=O)(=O)n1cnc([C@H]2c3c(ncn3Cc3ccccc3)C[C@H]3COC(=O)[C@@H]32)c1 | 0.6
CC(=O)NC(c1cccs1)c1cc([N+](=O)[O-])c2cccnc2c1O (stereo not given) | i
COc1ccc(OCCCC(=O)Nc2cccc(SC)c2)cc1 | i
NC(=NCCc1ccccc1)NS(=O)(=O)c1ccccc1 | 1.4
CCc1ccc(OCCCC(=O)NCc2ccccc2)cc1 | 0.8
Cc1cccc(-n2c(-c3csc(C)c3C)n[nH]c2=S)c1 | i
O=[N+]([O-])c1ccc2nc(-c3ccccc3)cc(-c3ccccc3)c2c1 | 1.1
Cc1ccc(C2C3=C(CCCC3=O)N=C3c4ccccc4C(=O)C32)cc1 (stereo not given) | 6.6
CCOc1ncccc1C(=O)N(CC)CC(=O)Nc1ccc(NC(C)=O)cc1 | i
CCOC(=O)c1c(/N=C/c2ccc(C)cc2O)sc2c1CCC2 | i
CCn1c(C)nc2cc(C(=O)NNC(=S)Nc3ccccc3Cl)ccc21 | i
COC(=O)c1c(NC(=O)CC2Sc3ccc(C(F)(F)F)cc3NC2=O)sc(C)c1C (stereo not given) | 0.7
O=C(CN1C(=O)NC2(CCCCCCC2)C1=O)NC1CCCc2ccccc21 (stereo not given) | 0.9
COc1ccc(CNc2nc(C)c([N+](=O)[O-])c(C)c2C#N)cc1 | 0.2
C[C@H]1CN([C@@H](C)CO)C(=O)Cc2cc(NC(=O)C3CC3)ccc2O[C@H]1CN(C)Cc1ccc(C(=O)O)cc1 | i
COc1cc(/C=N/N=C2/C(=O)Nc3ccccc32)ccc1O | 1.9
O=[N+]([O-])c1cccc(-c2nnc3ccc4ccccc4n23)c1 | 0.0
Cc1cccc2c(CCNC(=O)c3ccc([N+](=O)[O-])cc3)c[nH]c12 | i
COc1cc(/C=C/C(=O)Nc2ccc(C(C)=O)cc2)cc(OC)c1OC | 0.2
CCC(C)[C@H]1CNCCN1CC1(c2ccccc2)CC1 (stereo not given in full) | i
CCC(/C=C1\Sc2ccc(OC)cc2N1CCO)=C\c1sc2ccc(OC)cc2[n+]1CCO | 0.1
N#C/C(=C\c1cccc(NC(=O)c2ccccc2Cl)c1)C(=O)NCCc1ccccc1 | 2.9
Cc1ccc(CSCC(=O)NCc2cccnc2)cc1 | 0.1
Cn1c(O)c(N=NC(=O)c2cccc(S(=O)(=O)N3CCCCC3)c2)c2ccccc21 | 1.6
Cc1c(C(=O)O)cccc1N1C(=O)Nc2ccccc2N1O | 0.6
Cc1cccc(/C=N/n2c(-c3ccncc3)n[nH]c2=S)c1 | 1.9
Cc1cccc(NC(=O)c2sc(NC(=O)COc3ccccc3)c(C#N)c2C)c1C | 2.3
Cc1ccc(-c2nc3ccccc3c(=O)n2NC(=O)c2cccs2)cc1 | 0.2
O=C(NCC(c1ccco1)N1CCN(c2ccccc2F)CC1)OCc1ccccc1 (stereo not given) | 1.4

(listing goes on)
SMILES | Dengue virus CPE
O=C(COC(=O)/C=C/c1ccco1)Nc1cccc([N+](=O)[O-])c1 | i
O=C(N/N=C/C1C(c2ccccc2)C1(Cl)Cl)c1cccc(Cl)c1 (stereo not given) | 0.1
CC1=NN(c2ccc(C)cc2)C(=O)/C1=C\c1ccc(Br)s1 | 3.9
COc1ccc(/C=N/NC(=O)CCc2n[nH]c(=O)[nH]c2=O)cc1OC | 0.7
O=C(O)c1ccc(COc2ccccc2[N+](=O)[O-])o1 | i
CC(C)c1ccc(C(=O)N2CCCN(C(=O)c3ccc(C(C)C)cc3)CC2)cc1 | 0.7
Cc1ccc(-c2nnc(SCC(=O)NC(=O)Nc3ccc(C)cc3C)n2N)cc1 | 0.8
Cc1ccc(N/C=C/C(=O)c2ccccc2)cc1C | 0.3
O=C(COC(=O)c1ccccc1NS(=O)(=O)c1cccs1)NC1CCCCC1 | i
COc1ccc(-c2c(-c3cc(OC)cc(OC)c3)n(C)c3ccc(-c4cccc5[nH]ccc45)cc23)cc1 | 4.0
O=C(COC(=O)c1cccnc1Cl)NCc1ccc2c(c1)OCO2 | i
Cc1csc(NC(=O)c2nn(C)c(C)c2[N+](=O)[O-])n1 | 1.2
CCC(=O)C(C#N)(c1ccc(OC)c(OC)c1)C(C)C (stereo not given) | 1.2
COc1ccc(CC(=O)NNc2ncnc3c2cnn3-c2ccc(C)cc2)cc1OC | 2.8
CCCCOc1ccc(C(NC(=O)OCC)NC(=O)OCC)cc1 | 1.0
O=C(NCc1ccccc1)/C(=C/c1ccc(OC(F)F)cc1)c1ccccc1 | 9.5*
CCN(CC)S(=O)(=O)c1ccc(Cl)c(NC(=O)c2cc(Cl)ccc2Cl)c1 | 1.0
Cc1nn2c(SCC(=O)c3cccs3)cc(C(C)(C)C)nc2c1-c1ccccc1 | 3.4
O=C(NCc1ccccc1)C1=C[C@H](c2ccc(Br)cc2)C[C@H](OCCCCO)O1 | i
COc1ccc(C2NCCc3c2[nH]c2ccccc32)cc1CSc1nc2ccccc2s1 (stereo not given) | i
CCOC(=O)Cc1csc(N/C(=N/S(=O)(=O)c2ccc(Cl)cc2)c2ccccc2)n1 | i
CCN(C(=O)COC(=O)c1c2c(nc3ccccc13)/C(=C/c1ccccc1)CC(C)C2)C1CCS(=O)(=O)C1 (stereo not given) | i
COc1ccc(CN2C(=O)C(Cc3ccccc3)Nc3ncnc(N4CCCCC4)c32)cc1 (stereo not given) | 2.1
CC1CCCN(C(=S)NCc2ccccc2)C1 (stereo not given) | 0.4
CSc1c(CC(=O)Nc2ccccc2)n(Cc2ccccc2)c2ccccc12 | 6.4
Cc1ccc(/C=N/n2c(=O)c(C(C)(C)C)nn3cnnc23)cc1 | 0.4
Cc1cccc(C(=O)NCCN2CCOCC2)c1[N+](=O)[O-] | i
O=C(O)c1cccc(Nc2nc(-c3cccnc3)nc3ccccc23)c1 | i
O=C(NCCc1nc(-c2ccccc2)no1)c1ccco1 | i
O=C(CSc1ccc(C(F)(F)F)cc1[N+](=O)[O-])Nc1ccc2ccccc2c1 | i

Additional entries follow.
SMILES | Dengue virus CPE
Cc1ccccc1-n1c(SCc2cccc(F)c2)nc2[nH]ncc2c1=O | 0.8
CCCN1CCN(CCCNC(=S)Nc2ccc(OC)cc2)CC1 | 2.0
CS/C(=N\S(=O)(=O)c1cccs1)Nc1ccc(Br)cc1F | i
CCOC(=O)N1CCC(=NNc2ccc(S(=O)(=O)N3CCOCC3)cc2[N+](=O)[O-])CC1 | 0.2
CC(=O)N1CCN(CC(=O)Nc2ccccc2Sc2ccccc2)CC1 | 0.6
O=C1NN(c2ccc(F)cc2)C(=O)/C1=C\C=C\c1ccco1 | 4.2
COCCOc1ccc(C(F)(F)F)cc1NC(=O)c1ccccc1F | i
O=C(NC1(C(F)(F)F)N=C(c2ccccc2)NC1=O)c1ccccc1F (stereo not given) | i
O=C(c1cc(-c2ccccc2)nn1CC1CC(c2cccnc2)=NO1)N1CCOCC1 (stereo not given) | 0.2
O=C1CCCC(=O)N1c1ccc(N2CCN(c3ccccc3)CC2)c([N+](=O)[O-])c1 | i
COC(=O)NNC(=O)COc1cc(C)ccc1C | i
O=C(COc1cccnc1[N+](=O)[O-])Nc1ccc2c(c1)OC(F)(F)O2 | 0.1
CCOC(=O)C(NC(=O)Nc1ccc(O)cc1)(c1ccccc1)C(F)(F)F (stereo not given) | i
Nc1nc(SC2c3cccc4cccc(c34)C2NS(=O)(=O)c2ccccc2)n[nH]1 (stereo not given) | 0.7
O=C(/C=C/c1ccc(-c2ccccc2)o1)c1ccccc1 | 2.2
N#Cc1ccc(C23CC4(C2)[C@H](CN(P(=O)(c2ccccc2)c2ccccc2)[C@@H]4c2ccccc2)C3c2ccc(Cl)nc2)cc1 (stereo not given in full) | 18*
Cc1ccc(-c2cc(C(=O)Nc3cc(C)on3)c3ccccc3n2)cc1 | i
CC1CCc2nc3sc4c(c3c(N)c2C1)CCCC4 (stereo not given) | 0.6
Cc1ccc(NC(=S)NC2CCCC2)cc1C | 2.0
Cc1ccc(S(=O)(=O)N/N=C2/CCCCC2C2CCCCC2)cc1[N+](=O)[O-] (stereo not given) | 0.0
Cc1sc2nc(CN3CCOCC3)nc(Cl)c2c1C | 1.1
COc1ccc(N2CCN(c3nc4c(c(=O)[nH]c(=O)n4C)n3Cc3cccc(C)c3)CC2)cc1 | 1.2
CC(Oc1cccc(Cl)c1)C(=O)Nc1ccc([N+](=O)[O-])cn1 (stereo not given) | 0.4
COc1ccc(C(=O)CSc2nc3ccc([N+](=O)[O-])cc3[nH]2)cc1 | i
CN(C)C(CNC(=S)Nc1ccccc1)c1cccnc1 (stereo not given) | i
Cc1ccc(NC(=O)c2nc[nH]c2C(=O)NCCCCCNC(=O)OC(C)(C)C)cc1 | 2.4
COCC(=O)NNS(=O)(=O)c1ccccc1[N+](=O)[O-] | 0.2
COc1ccc2c(c1)C1CC(C)(NC(=O)C1S(=O)(=O)c1ccc(F)cc1)O2 (stereo not given) | 0.2
C[C@H](CO)N1C[C@H](C)[C@@H](CN(C)S(=O)(=O)c2cccs2)Oc2ccc(NS(=O)(=O)c3cn(C)cn3)cc2C1=O | 1.7
CN1c2ccccc2C2(C)CCCC3=Cc4cccc([N+](=O)[O-])c4OC312 (stereo not given) | 6.6

Two entries drawn at random from the list so far:
SMILES | Dengue virus CPE
CCCN1CCN(CCCNC(=S)Nc2ccc(OC)cc2)CC1 | 2.0
CCOC(=O)N1CCC(=NNc2ccc(S(=O)(=O)N3CCOCC3)cc2[N+](=O)[O-])CC1 | 0.2

Sorted by molar mass (lowest first): some entries from above
SMILES | Dengue virus CPE
CN(C)C(CNC(=S)Nc1ccccc1)c1cccnc1 (stereo not given) | i
CN1c2ccccc2C2(C)CCCC3=Cc4cccc([N+](=O)[O-])c4OC312 (stereo not given) | 6.6
O=C(NC(=S)NCC1CCCO1)C(c1ccccc1)c1ccccc1 (stereo not given) | 1.5
C[C@H](NC(=O)c1ncn(C)c1C(=O)N[C@@H](C)c1ccccc1)c1ccccc1 | 0.5

Remaining list, next part.
SMILES | Dengue virus CPE
CC(C)(C)c1cc(CCC(=O)NNC(=O)c2ccco2)cc(C(C)(C)C)c1O | i
COc1ccc(NC(=O)CCC(=O)c2cccs2)cc1S(=O)(=O)Nc1ccccc1Cl | 0.1
O=C(NCc1ccccc1)C1=C[C@H](C2CCCCC2)C[C@H](OCCCCO)O1 | 0.4
CN(C)CCCN(Cc1ccccc1)C(=S)Nc1ccc(OC(F)F)cc1 | 1.1

An excerpt of these results, with each value named:
SMILES: CC(C)(C)c1cc(CCC(=O)NNC(=O)c2ccco2)cc(C(C)(C)C)c1O
  Dengue virus CPE: i
SMILES: COc1ccc(NC(=O)CCC(=O)c2cccs2)cc1S(=O)(=O)Nc1ccccc1Cl
  Dengue virus CPE: 0.1

Some of the compounds tested; rates above refer to the full screens.
